# Compound activity deposited in PubChem BioAssay by National Center for Advancing Translational Sciences (NCATS).
# Peg3 imprint: inducers of genomic imprint erasure in mouse ES cells. actives 0.02% (n = 110,000). AID 1948. mouse ES Peg3-LacZ reporter, beta-gal luminescence, 40 h. Potency, µM (series often up to 60.7 µM), for inactives: at the highest dose activity change, positive = activation, hits mostly activators;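 further: 0% = negative control wells on the plate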
#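 Imprint erasure is scored as LacZ activity from the silenced maternal Peg3 allele in feeder-free female ES cells cultured 40 h with LIF. Luminescence is normalized to in-plate negative controls and fitted to the Hill equation.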
# p53ts 32C tox: p53ts cell cytotoxicity, permissive temperature; H1299-p53A138V at 32C, ATP luminescence viability, 24 h; Potency, µM (series often up to 46.1 µM), for inactives: at the highest dose activity change, negative = cytotoxicity, actives largely listed as cytotoxic; actives 0.93% (n = 130,000); AID 924;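 further: 0% = DMSO and -100% = full killing by reference compound; nearly all actives have a fitted effect of over 55% in size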
#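 Viability by ATPlite luminescence after 24 h compound treatment (up to 46 uM) at the permissive 32C. Cells are H1299 carrying p53 A138V. Scale runs from DMSO basal to 100 uM tamoxifen as full kill; AC50 from Hill fits.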
# p53ts 39C kill: cytotoxicity in p53ts cells at nonpermissive temperature. H1299-p53A138V viability at 39C, ATP luminescence, 24 h. Potency, µM (titrated, usually from 46.1 µM), for inactives: top-dose activity change, negative = cell killing, actives largely listed as cytotoxic. actives 1.5% (n = 130,000). AID 902; further: nearly all actives have a fitted effect of over 55% in size
# IkB signaling: inhibitors of IkB signaling in ABC-DLBCL cells. ABC-DLBCL IkBa-CBG/CBR dual luciferase ratio, 4 h; response scale: scaled: untreated 0%, proteasome inhibitor 100%. Potency, µM (series often up to 57.1 µM), for the others: at the highest dose IkBa stabilization activation. actives 0.04% (n = 110,000). AID 445; active means well fitted curve in the direction sought with a large enough effect in the signal ratio, not every such curve was filed as active; inconclusive means small, poorly fitted or top-dose-only effect, or a change in a side signal; the % refers to the signal ratio;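 further: the direction sought is a rising ratio; 0% = basal untreated cells and 100% = reference inhibitor full response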
#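 In this assay, an IκBα–CBG68 fusion accumulates when IKK-driven degradation is blocked; native CBR normalizes for cell number. OCI-Ly3 cells were treated 4 h with compound and doxycycline, then green and red light read after Chroma-Glo addition.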
# Active calls of the source: *; u = inconclusive; x = no result given; [ ] = dose if it differs, or a comment. Unless noted, the call rests on the fitted dose curve; in most records, active means well fitted curve in the direction sought with a large enough effect; inconclusive means small, poorly fitted or top-dose-only effect, or another doubt; inactive means no such curve, though single readings can be large; an effect the other way counts as inactive or inconclusive. Unless noted, on the % scale 0 is the no-effect control and ±100 the full control effect; potency means the concentration at half of the fitted maximal effect.
# Screens in order – Peg3 imprint | p53ts 32C tox | p53ts 39C kill | IkB signaling
CCOc1ccccc1N(CC(=O)NC1CCCCC1)C(=O)CCCC(=O)Nc1ccccn1
  -7.1% | 2.2% | 9.2% | u
O=C(COc1ccccc1)N1CCN(C(=O)Cc2ccccc2)CC1
  -6.2% | 1.6% | 23.4% | 3.0%
Cc1nc2ccccc2nc1N1CCCC1
  -7.0%[10.9 µM] | 6.8%[9.22 µM] | 0.8%[9.22 µM] | -1.5%[11.4 µM]
COc1cc(NC(=O)CCc2c(C)n(C)c3cc(-c4ccccc4C)nn3c2=O)cc(OC)c1OC
  -8.3%[10.9 µM] | 9.3% | -3.3% | 4.0%
O=S(=O)(c1ccccc1)c1nc(-c2cccs2)oc1N1CCCCC1
  -4.3%[10.9 µM] | -2.7% | 5.1% | -0.5%
CCOc1ccc(-n2nc3ccc(NC(=O)c4ccc(-c5cccc(Cl)c5)o4)cc3n2)cc1
  -35.0%[inhibitor][10.9 µM] | u | 7.94µM* | u
O=C(Nc1cccc(-c2cn3ccccc3n2)c1)c1cnccn1
  8.0% | -16.0% | 4.2% | -0.1%
CCOc1ccc(C(=O)c2cn(CC(=O)Nc3cc(OC)ccc3OC)c3cc(OC)c(OC)cc3c2=O)cc1
  -6.1%[10.9 µM] | 3.4% | -12.5% | 2.3%
Cn1c(=O)oc2cc(S(=O)(=O)NCCc3ccccc3)ccc21
  -6.0% | 5.2% | -7.0% | -0.1%
O=C(Nc1ccc(NC(=O)C2CC2)nc1)c1cccnc1
  9.6% | 12.0% | 2.3% | -2.2%
COc1ccc(-c2nnc(NC(=O)c3ccc(S(=O)(=O)N4CCCc5ccccc54)cc3)o2)cc1
  -42.0%[inhibitor] | 22.2% | u | 13.4%
COC(=O)CSc1nc2c(cnn2-c2ccc(F)cc2)c(=O)[nH]1
  20.1%[10.9 µM] | 11.7% | 3.5% | -2.3%
CCOc1ccccc1CNS(=O)(=O)c1ccc2c(c1)CCCN2C(C)=O
  -15.8%[10.9 µM] | 8.0% | u | -0.1%
COc1cccc(C(=O)Nc2ccc(-c3nc4ccccc4o3)c(O)c2)c1
  -31.9%[inhibitor] | -20.5% | -19.7% | -0.7%
CCOc1ccc(NC(=O)CSc2cn(CC(=O)N3CCOCC3)c3ccccc23)cc1
  -12.5%[10.9 µM] | -4.4% | -10.9% | -0.3%

# Continued, overlapping the part above by two compounds.
# Screens in order – Peg3 imprint | p53ts 32C tox | p53ts 39C kill | IkB signaling
COc1cccc(C(=O)Nc2ccc(-c3nc4ccccc4o3)c(O)c2)c1
  -31.9%[inhibitor] | -20.5% | -19.7% | -0.7%
CCOc1ccc(NC(=O)CSc2cn(CC(=O)N3CCOCC3)c3ccccc23)cc1
  -12.5%[10.9 µM] | -4.4% | -10.9% | -0.3%
O=C(c1cc2ccccc2oc1=O)N(Cc1ccco1)CC1CCCO1 (configuration not stated)
  -10.1% | 0.6% | -7.7% | -1.7%
Cc1ccccc1C1=NC(c2ccc(F)cc2F)ON1 (configuration not stated)
  -16.1% | -1.6% | -5.6% | 0.1%
C=CCNC(=O)COc1ccc(Br)cc1Cl
  -15.2% | u | -11.4% | -4.4%
O=C(NCc1cccnc1)c1ccc(CS(=O)(=O)c2ccc(Br)cc2)o1
  -17.8% | -2.7% | -4.9% | 0.6%
Cc1cc(NC(=O)c2ccc3c(c2)OCO3)ccc1NC(=O)c1ccco1
  x | u | u | x
COc1ccc(OC)c(C(=O)COC(=O)C2CC3CCCC(C2)C3=O)c1 (configuration not stated)
  -4.7% | -5.4% | -4.1% | -0.4%
COC(=O)c1ccccc1NC(=O)Cn1c(CCC(=O)O)ccc1-c1cccs1
  2.7%[10.9 µM] | -1.8% | -14.0% | 1.7%
Cn1c(=O)cc(OCCCC(=O)NC2CCCC2)c2ccccc21
  -16.6% | -2.2% | 2.2% | 13.9%
Cc1ccc2c(c1)N(CCCC(=O)NCc1cccc(F)c1)C(=O)CO2
  -7.6%[10.9 µM] | -16.3% | -0.9% | 2.9%
O=C(CSCc1ccc(Cl)cc1)NCC1CCCO1 (configuration not stated)
  -10.1% | -7.0% | 6.0% | u
Nc1ccc(-c2nnc(-c3ccc(-c4ccccc4)cc3)o2)cc1
  4.2% | -22.5% | -8.8% | -2.1%
Cc1ccc(C(=O)c2oc3ccccc3c2NC(=O)c2cc(=O)c3cc(C)ccc3o2)cc1
  2.6%[10.9 µM] | 7.2% | -3.5% | -2.7%
O=C(NC(=S)NCC1COc2ccccc2O1)c1ccccc1 (configuration not stated)
  x | -10.8% | 7.7% | x
COc1cc(O)c2c(=O)c(O)c(-c3ccc(O)c(O)c3)oc2c1
  7.5% | 7.2% | 9.1% | x
CCOC(=O)c1[nH]c(C)c(/C(O)=C2\C(=O)C(=O)N(CCN(C)C)C2c2cccc(OC)c2OC)c1C (configuration not stated)
  2.8% | 3.5% | 4.4% | -0.4%
c1cncc(-c2nnc(C3CCCCC3)o2)c1
  3.8% | -4.1% | 6.2% | -1.0%
CCN1C(=O)c2ccccc2Sc2ccc(NC(=O)c3cccc(C)c3)cc21
  u | -2.4% | -9.5% | u
Cc1nc(CSc2nnc3scc(-c4ccc(Cl)cc4)n23)cs1
  -21.3% | 1.3% | 5.7% | 2.5%
O=C(CCN1c2ccccc2Sc2ccccc21)OCc1nnc(-c2ccccc2)o1
  -11.2% | 0.4% | -17.7% | 2.0%
Cn1nnc2c(N3CCN(c4ccccc4)CC3)ncnc21
  25.4%[10.9 µM] | 1.7% | -2.6% | 0.6%
CCOc1ccc(NC(=O)c2cccc3c(=O)c4c([nH]c23)CCCC4)cc1
  15.6%[10.9 µM] | -3.1% | 20.1% | -0.5%
Cc1cc(C)cc(CC2CC(=O)N(c3ccc4c(c3)OCCO4)C2=O)c1 (configuration not stated)
  -16.6% | -4.7% | 1.2% | u
Cc1ccccc1S(=O)(=O)Cc1ccc(C(=O)N2CCN(C3CCCCC3)CC2)o1
  -18.2% | -1.8% | -7.3% | -3.4%
Cc1cc(C)c2c(=O)n(CC(=O)NCCCN3CCOCC3)sc2n1
  -82.2%[inhibitor] | 1.7% | -0.5% | 25.7%
O=C(NCC(c1ccc2c(c1)OCO2)N1CCOCC1)c1ccccc1F (configuration not stated)
  -4.1%[10.9 µM] | 4.2% | -12.1% | 0.7%
COc1ccc(NC(=O)Nc2nnc(N3CCCCC3C)s2)cc1OC (configuration not stated)
  -10.6% | 7.7% | 5.7% | -2.2%
CCn1cc(C(=O)NCCN(C)CCc2ccccc2)c(=O)c2cc(S(=O)(=O)N(C)C)ccc21
  -9.1% | 2.0% | -25.9% | -0.2%
CCC(=O)Nc1ccc(NC(=O)C23CC4CC(CC(C4)C2)C3)cn1
  -2.9% | 6.9% | -8.0% | -0.3%
CCN(CC)c1ccc(C(=O)NCc2ccc3c(c2)CCN3C(=O)c2cccc(C)c2)cc1
  -18.4%[10.9 µM] | 6.8% | -2.8% | 1.6%
O=S(=O)(c1ccccc1)c1nc(-c2ccccc2)oc1NCc1cccnc1
  -20.9% | 5.6% | -5.1% | 1.2%

# Quoted at random: 4 records from the list, in no set order.
# Screens in order – Peg3 imprint | p53ts 32C tox | p53ts 39C kill | IkB signaling
c1cncc(-c2nnc(C3CCCCC3)o2)c1
  3.8% | -4.1% | 6.2% | -1.0%
Cc1cc(C)cc(CC2CC(=O)N(c3ccc4c(c3)OCCO4)C2=O)c1 (configuration not stated)
  -16.6% | -4.7% | 1.2% | u
CCOc1ccc(NC(=O)c2cccc3c(=O)c4c([nH]c23)CCCC4)cc1
  15.6%[10.9 µM] | -3.1% | 20.1% | -0.5%
O=C(CCN1c2ccccc2Sc2ccccc21)OCc1nnc(-c2ccccc2)o1
  -11.2% | 0.4% | -17.7% | 2.0%

# Other structures:
# Screens in order – Peg3 imprint | p53ts 32C tox | p53ts 39C kill | IkB signaling
CC(C)(Oc1ccc(Cl)cc1)C(=O)NCc1ccco1
  -16.8% | 13.2% | -1.3% | 12.5%
CCN(CC)CC(O)Cn1c2ccccc2c2ccccc21 (configuration not stated)
  -11.7% | -7.1% | -11.4% | 0.4%
O=c1o[nH]c(-c2ccccc2)c1C1=NCCCCC1
  11.6% | 6.6% | 0.0% | -0.7%
COCc1cc(C)nc2sc3c(=O)n(Cc4ccco4)nnc3c12
  -4.1% | -9.0% | 2.9% | 0.8%
CCOC(=O)C1=C(C)Nc2nc(SC)nn2C1c1ccc(C(=O)OC)cc1 (configuration not stated)
  -12.1% | 2.4% | -7.4% | -0.9%
CCCOC(=O)c1ccc(NC(=O)C2C3C=CC(O3)C2C(=O)O)cc1 (configuration not stated)
  -4.0% | -5.5% | 11.0% | 0.3%
CCC[C@@H]1C[C@@]1(CCC)C(NC(=O)c1ccccc1)c1cccc(Cl)c1 (some centres not stated)
  -13.4% | 7.4% | 3.5% | x
CC1CN(c2cc(=O)n(Cc3ccc(F)cc3)c(=O)[nH]2)CC(C)O1 (configuration not stated)
  -3.9% | 5.0% | 5.4% | -1.1%
CC(=O)c1ccc(NC(=O)CCn2cccn2)cc1
  -7.7%[10.9 µM] | 6.9% | -8.1% | -1.7%
O=[N+]([O-])c1ccc(Cl)cc1Sc1cccc2cccnc12
  x | -1.8% | 16.8% | x
O=C(CC(c1ccccc1)c1cc(Br)ccc1O)NCCN1CCOCC1 (configuration not stated)
  -7.4% | 0.7% | 7.6% | 3.8%
N#Cc1cc2c(nc1SCC(=O)N1CCCCC1)CCCC2
  21.4% | -2.0% | 3.9% | 0.6%
COC(=O)CSc1nnc(-c2ccc(OC)cc2OC)o1
  -1.0% | -13.0% | -6.0% | 1.8%
CC1Cc2nc(SCC(=O)Nc3ccc4c(c3)OCCO4)n(C)c(=O)c2S1 (configuration not stated)
  -4.1% | -16.8% | -4.8% | -2.9%
Cc1ccn2c(-c3csc(NCc4ccccc4)n3)c(C)nc2c1
  x | -7.3% | 24.4% | x
O=C(NC(c1ccccc1)c1ccccc1)C1CCCN(S(=O)(=O)c2cnc[nH]2)C1 (configuration not stated)
  -10.2% | -2.0% | 9.6% | 1.5%
O=C(NC1CCCCC1)C1CC(O)CN1C(=O)OCc1ccccc1 (configuration not stated)
  -2.4% | 8.5% | -1.9% | -0.5%
Cc1nc2nc[nH]n2c(=O)c1NC(=O)CC12CC3CC(CC(C3)C1)C2
  3.0% | 4.3% | -0.6% | -1.4%
CC1CN(c2cc(=O)n(-c3ccccc3)c(=O)[nH]2)CC(C)O1 (configuration not stated)
  -14.1% | -2.1% | 13.0% | 0.7%
CN(C)c1cc[n+](Cc2ccccc2)cc1
  -12.8% | 1.4% | -14.8% | 0.8%
Cc1nc2nc3c(c(=O)n2[nH]1)CCC3
  -4.6% | 2.4% | 18.3% | -0.7%
COc1ccc(C2C(C(=O)Nc3ccccc3)=C(C)N=C3SCC(=O)N32)cc1 (configuration not stated)
  x | 2.4% | 20.6% | x
COc1ccc(Nc2nc(C(=O)NCCCN3CCOCC3)cs2)cc1
  -0.6% | -4.9% | -8.6% | 0.4%
CCc1nnc(NC(=O)C2CCN(C(=O)NC3CCCCC3)CC2)s1
  6.2% | -6.4% | 4.2% | 0.0%
O=C(c1ccco1)N1CCN(C(c2ccc(F)cc2)c2nnnn2CC2CCCO2)CC1 (configuration not stated)
  -12.6% | 0.2% | -5.0% | 0.4%
O=C(CCC(=O)N1CCN(S(=O)(=O)c2ccccc2)CC1)c1cccs1
  -12.6% | 3.4% | -1.7% | 1.1%
Cc1ccc(C(=O)c2cn(CC(=O)Nc3ccc4c(c3)OCCO4)c3nc(C)ccc3c2=O)cc1
  9.4%[10.9 µM] | -10.2% | -5.9% | u
COC(=O)C/C=C\[C@@H](C)[C@@H](/C=N\OCC[C@H]1C=C[C@H](OC(C)=O)[C@@H](COC(C)=O)O1)NS(=O)(=O)c1ccc(C)cc1
  x | -1.4%[9.22 µM] | 0.2%[9.22 µM] | x
Cc1cccc(OC(C)C(=O)N(Cc2cccs2)C2CCS(=O)(=O)C2)c1C (configuration not stated)
  3.3% | -0.5% | 5.2% | 2.6%
CC(=O)c1nn(-c2ccc(OC(F)(F)F)cc2)nc1Nc1ccc(Cl)cc1
  -13.0%[10.9 µM] | 5.0% | -15.1% | -1.7%
Cc1ccc(CNC(=O)C2CCN(S(=O)(=O)N3CCC(C)CC3)CC2)cc1
  -13.3%[10.9 µM] | -0.7% | -14.6% | -2.3%
COc1ccccc1N1CCN(C(=O)CCCn2c(=O)[nH]c3ccsc3c2=O)CC1
  -7.0% | -4.8% | -0.8% | u
